# Screens (PubChem)
# RmlCD inh 1536 = blocks M. tuberculosis RmlC and RmlD coupled enzymes | actives 0.03% (n = 160,000) | P9WH09+P9WH11 | RmlC+RmlD coupled enzyme assay, percent inhibition; primary screen in compound mixtures | inhibition, % at 3.6 µM; in the data active = inhibition mostly above about 34%, no sharp cut-off; inconclusive = no clear call, values can overlap the other calls; inactive = mostly below about 22%; note: some results filed as inactive read as strong as hits
# Target sequence (P9WH09 whole entry, looked up): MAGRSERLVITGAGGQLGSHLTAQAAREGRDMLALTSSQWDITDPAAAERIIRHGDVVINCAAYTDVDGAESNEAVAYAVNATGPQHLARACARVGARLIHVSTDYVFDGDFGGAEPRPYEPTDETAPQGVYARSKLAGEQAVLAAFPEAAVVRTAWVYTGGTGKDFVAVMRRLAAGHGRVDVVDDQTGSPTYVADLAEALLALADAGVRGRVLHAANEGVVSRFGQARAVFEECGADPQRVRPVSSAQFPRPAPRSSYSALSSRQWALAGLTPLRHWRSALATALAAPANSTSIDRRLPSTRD
# Target sequence (P9WH11 whole entry, looked up): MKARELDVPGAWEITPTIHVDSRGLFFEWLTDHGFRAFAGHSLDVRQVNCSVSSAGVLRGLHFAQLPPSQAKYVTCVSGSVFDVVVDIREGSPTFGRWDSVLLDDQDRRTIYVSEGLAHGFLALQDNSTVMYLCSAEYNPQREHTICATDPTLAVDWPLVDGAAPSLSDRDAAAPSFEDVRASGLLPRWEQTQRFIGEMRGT
# GlmU inhibition = inhibition of mycobacterial GlmU enzyme – biochemical, glucosamine-1-phosphate acetyltransferase (AID 1376) | actives 0.25% (n = 220,000) | M. tuberculosis GlmU acetyltransferase enzyme assay; higher % means a stronger effect | inhibition, %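 (tested at 30 µM in the primary screen)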; hits with a dose series show IC50 in µM; in the data active = inhibition above about 13%; inconclusive = no clear call, values can overlap the other calls;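 note: 0% = complete reaction with vehicle and 100% = reaction without substrate; strong numbers were not always called active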
# The depositor's hits bear a star; ? = inconclusive; . = no result given; & = joins results of further samples. A portion of the library; count on the stated rates, not on these rows.
mol	RmlCD inh 1536	GlmU inhibition
O=c1cc(N2CCCCC2)c(-c2ccccc2)nn1Cc1cccc(F)c1	14	-2.2%
O=C(O)CC(C(=O)OC1CCCCC1)N1CCOCC1 (stereo unspecified)	-3	-4.7%
CCOC(=O)C(NC(=O)c1ccccc1)(N1CCOCC1)C(F)(F)F (stereo unspecified)	.	-2.9%
O=C(NC(=S)Nc1nc(-c2cccc([N+](=O)[O-])c2)cs1)c1cc(Cl)ccc1Cl	-16	-3.7%
C=CCn1c(O)c(C(C)=NCCCO)c(=O)[nH]c1=O	-5	-3.0%
C=CCc1cc(/C=C2/NC(=O)N(CC(=O)OC)C2=O)cc(OC)c1O	6	-3.4%
N/C(=N\OC(=O)c1ccccc1Cl)c1ccc(Cl)cc1	.	-5.6%
Cc1ccc(Nc2nc(N)nc(CN3CCN(C(=O)c4ccco4)CC3)n2)cc1Cl	7	1.5%
COC(=O)C(CSCc1ccccc1)NC(=O)CSc1nc(C)cc(=O)[nH]1 (stereo unspecified)	-12	1.2%
Nc1cc([N+](=O)[O-])ccc1Nc1ccc(O)cc1	3	4.1%
CC(=O)c1ccc(N2CCN(S(=O)(=O)c3cccc(S(=O)(=O)N4CCOCC4)c3)CC2)cc1	14	-1.9%
Cc1ccc(C(c2nnnn2Cc2ccccc2)N2CC=C(c3ccc(F)cc3)CC2)cc1 (stereo unspecified)	-22	0.7%
Nc1ccccc1-c1nc2ccccc2s1	6	-3.5%
Cn1ncc([N+](=O)[O-])c1C(=O)N/N=C/c1cccc([N+](=O)[O-])c1	8	-0.6%
Nc1ncnc(N2CCc3ccccc32)c1[N+](=O)[O-]	-12	1.6%
N#Cc1c(Sc2ncc(C(F)(F)F)cc2Cl)nsc1C/C=N\OCc1ccccc1Br	.	-1.5%
CC(C)CC(COCc1ccc(Cl)cc1)N1CCN(C(=O)c2ccc(Cl)cc2Cl)CCC1=O (stereo unspecified)	.	-3.0%
Cc1ccccc1NS(=O)(=O)c1ccc2c(c1)n(C)c(=O)n2C	-9	-1.2%
Cc1ccc(N(CC(=O)N/N=C/c2ccc(OCC(N)=O)cc2)S(C)(=O)=O)cc1Cl	-4	2.3%
Cc1c(C#N)c(N=CN(C)C)c(C(=O)c2ccc(Br)cc2)n1-c1ccccc1	10	5.5%
O=C(CN1CCN(CC(=O)Nc2ccccc2C(F)(F)F)CC1)Nc1ccccc1F	11	-1.7%
COc1ccc(CC(=O)Nc2ccc(S(=O)(=O)Nc3cc(C)on3)cc2)cc1OC	-1	-1.4%
CC1(C)CC(CC(=O)Nc2ccccc2[N+](=O)[O-])C(=O)O1 (stereo unspecified)	.	0.9%
CCn1c(COc2ccc(C)cc2)nnc1SCC(=O)Nc1ccc2c(c1)OCCO2	.	8.9%
COc1cccc(/C=N/n2cnc3c(cnn3-c3ccccc3)c2=O)c1	-6	2.8%
Cc1ccccc1-c1noc(-c2cccs2)n1	.	-4.5%
COc1cc(C2C(S(=O)(=O)c3ccccc3)CON2C)ccc1OCc1ccc(F)cc1 (stereo unspecified)	6	-0.4%
CN(C)CCOc1ccc(C(C)(C)c2ccccc2)cc1	.	5.4%
CC(CCc1ccccc1)NC(=O)Cc1cccs1 (stereo unspecified)	-11	2.3%
COc1cccc(NC(=O)COC(=O)Cc2ccc(Br)cc2)c1	6	4.6%
CCOC(=O)N1CCN(C(=O)C2CCN(S(=O)(=O)CC)CC2)CC1	-6	3.7%
COc1cc(C(=O)N2CCN(C(=O)c3ccccc3)CC2)cc(OC)c1OC	-7	3.6%
COc1ccc(CNCCC(c2ccc(F)cc2)c2ccc(OC)cc2)cc1 (stereo unspecified)	-12	-1.0%
CCOc1ccccc1N(CC(=O)Nc1ccc2c(c1)OCCO2)S(C)(=O)=O	.	-2.6%
CCOc1ccc(OCCSc2nc(C)cc(=O)[nH]2)cc1	-11	0.4%
Cc1cc(Br)c2[nH]c3c(c2c1)CCCC3=O	.	-2.6%
Cc1[nH]c2ccccc2c1/C=C(\C#N)C(=O)NCC1CCCO1 (stereo unspecified)	10	0.9%
CSc1nc(Sc2ccccc2)c2ccccc2n1	-7	-0.8%
O=S(=O)(Nc1cccc(CCc2ccccn2)c1)c1cc(Cl)ccc1Cl	1	-5.3%
CCOc1ccc2c(C)cc(=O)oc2c1OCC	-5	-5.2%
COc1cc(C(=O)Nc2cc(-c3nc4cc(C)ccc4o3)ccc2C)cc(OC)c1OC	-5	7.3%
CCOC(=O)c1c(N)sc(-c2ccccc2)c1C	.	-1.1%
OCCC1CN(Cc2cccc(-n3cccn3)c2)CCN1Cc1ccccc1 (stereo unspecified)	-9	-0.2%
Cc1nc2cc(NC(=O)N(C)c3ccc4ccccc4c3)ccc2o1	5	2.2%
CCCCCCn1c(CN2CCCCC2CC)nc2c1c(=O)n(C)c(=O)n2C (stereo unspecified)	-10	-0.5%
O=C(COc1ccc(S(=O)(=O)N2CCOCC2)cc1)NC1CCCC1	7	2.1%
COc1ccc(NS(=O)(=O)c2ccc3oc(SCc4ccc(F)cc4)nc3c2)cc1	-8	-2.9%
CCOc1ccc(Cl)cc1CN1CCOCC1	.	-1.4%
Cc1ccc(/C=C/C(=O)OCC(=O)N2CC(=O)Nc3ccccc32)o1	9	-8.4%
COc1ccc(NC(=S)N(CCN(C)C)Cc2cccs2)cc1	1	2.2%
COc1ccc(C(=O)n2cc(C(=O)c3cc(C)ccc3O)cn2)cc1	-9	5.8%
Cc1cc(=O)[nH]c2nnnn12	8	0.9%
O=C(Nc1ccccc1)c1ccc(Nc2c([N+](=O)[O-])cc([N+](=O)[O-])c3ccccc23)cc1	.	3.2%
CN(CC(=O)NC1CC(C)(C)NC(C)(C)C1)S(=O)(=O)c1cc(Cl)ccc1Cl	?	-3.1%
CS/C(=C\[N+](=O)[O-])Nc1ccc(Cl)cc1	.	2.9%
COc1ccc(-c2csc3nc(C)nc(N4CCCCC4)c23)cc1OC	5	-1.4%
C/C(=N\NS(=O)(=O)c1ccccc1)c1cc(Cl)cc(Cl)c1O	0	1.2%
Nc1nnc(Cc2c[nH]c3ccccc23)s1	4	0.8%
CCC(=O)Nc1cc(-c2nn(C)c(=O)c3ccccc23)ccc1OC	7	-6.8%
Cc1cnc(N)c2c(=O)oc3ccccc3c12	10	1.0%

# (listing goes on)
mol	RmlCD inh 1536	GlmU inhibition
O=C(Cn1c(=O)n(Cc2ccco2)c(=O)c2c3c(sc21)CCCCC3)Nc1ccccc1	13	3.9%
O=C(NCCCc1ccccc1)c1cnc2n(c1=O)CCS2	9	4.1%
CC(C)OC(=O)CCCCCN1C(=O)CSC1=S	.	1.5%
CC(/C=C/c1ccccc1)=N\Nc1nc(C)cc(C)n1	.	-4.1%
CC(=O)CSc1nnc2cc(C)c3ccccc3n12	-2	-0.6%
Cc1ccc(Nc2nc(N)c(C#N)c(CC#N)c2C#N)cc1	10	-9.0%
CCn1c(=O)c2ccccc2n2c(SCC(=O)N3CCc4ccccc4C3)nnc12	-8	-2.4%
CN(C)CCCNC(=O)CCC1CCCCC1	.	5.1%
CCOC(=O)N1CCN(C(c2ccccc2)c2sc3nc(C)nn3c2O)CC1 (stereo unspecified)	.	0.3%
Cc1ccc2c(c1)[nH]c1c(=O)n(CCC3=CCCCC3)cnc12	8	5.2%
Cc1cc(C(F)(F)F)c(C#N)c(SCC(=O)NC2CC2)n1	-7	0.8%
COC(=O)c1ccc(CC(=O)c2c(C)cc(O)cc2O)o1	5	5.4%
COC(=O)c1cc(OC)c(OC)cc1NC(=O)c1cc(C(C)(C)C)oc1C	.	5.0%
COc1ccc(-n2nc3c(c2NC(=O)c2ccc(S(=O)(=O)N4CCOCC4)cc2)CS(=O)(=O)C3)cc1	6	-3.9%
COCC(=O)N(Cc1cc2ccccc2[nH]c1=O)c1ccc(OC)cc1	.	2.0%
Cc1cc2c(s1)CCCCC(=O)N2	-1	-0.8%
O=C(NCc1cccs1)C1CCN(c2ccc(S(=O)(=O)N3CCOCC3)cc2Cl)CC1	.	4.2%
Cn1c(=O)c2c(nc(CN3CCc4ccccc4C3)n2Cc2ccc(Cl)cc2)n(C)c1=O	.	2.4%
CN(c1ccccc1)S(=O)(=O)c1ccc(Cl)c(C(=O)NC2=NCCS2)c1	4	7.2%
O=C(CSc1nccn1-c1cccc(Cl)c1)NC1CCCC1	-8	0.3%

# 6 compounds picked at random from those above:
mol	RmlCD inh 1536	GlmU inhibition
O=C(NCc1cccs1)C1CCN(c2ccc(S(=O)(=O)N3CCOCC3)cc2Cl)CC1	.	4.2%
CCOC(=O)N1CCN(C(c2ccccc2)c2sc3nc(C)nn3c2O)CC1 (stereo unspecified)	.	0.3%
Cc1cc(C(F)(F)F)c(C#N)c(SCC(=O)NC2CC2)n1	-7	0.8%
O=C(Cn1c(=O)n(Cc2ccco2)c(=O)c2c3c(sc21)CCCCC3)Nc1ccccc1	13	3.9%
COC(=O)c1ccc(CC(=O)c2c(C)cc(O)cc2O)o1	5	5.4%
Cc1cc2c(s1)CCCCC(=O)N2	-1	-0.8%

# Continuation.
mol	RmlCD inh 1536	GlmU inhibition
COc1ccc(OCC(=O)N/N=C2\CCCCc3ccccc32)cc1	.	-3.7%
Cc1cc(Sc2nnc(/N=C/N(C)C)s2)c2ccccc2n1	-11	1.5%
Cc1cc2occ(CC(=O)Nc3nccs3)c2cc1C(C)C	.	-2.5%
Fc1ccc(-c2nnc3ccc(N4CCCC4)nn23)cc1	-7	-4.4%
CCN(CC)CCN1C(=O)C(=O)/C(=C(/O)c2c(C)[nH]c(C(=O)OC)c2C)C1c1cccnc1 (stereo unspecified)	71	-0.7%
FC(F)(F)c1cccc(NC(=S)Nc2ccc(Cl)c(Cl)c2)c1	-13	-2.1%
COc1[nH]c2ccc(F)cc2c1C(=O)OCC1CCN(CCNS(C)(=O)=O)CC1	.	-6.3%
Cc1cc2ncc(Cl)nc2cc1C	.	-2.6%
N/C(=N\OC(=O)c1ccc(Cl)cc1)c1[nH]ncc1Br	8	0.4%
CCOC(=O)C1C(=O)CC(=O)CC1CC(C)SCC (stereo unspecified)	-3	1.5%
CCCCCNC(=O)c1ccc2c(=O)n(CCCN3CCCC3=O)c(=S)[nH]c2c1	3	1.1%
CCOC(=O)CSCc1cn2cc(Cl)ccc2n1	-5	-1.1%
CC(=O)Nc1ccc(S(=O)(=O)N[C@H](C(=O)O)C(C)C)cc1	-9	-2.7%
COc1cc(OC)cc(C(=O)N/N=C2/SCC(=O)N2Cc2ccco2)c1	-8	3.2%
CCN(CC)S(=O)(=O)c1ccc(C(=O)N(c2ccc(C)cc2)C2C=CS(=O)(=O)C2)cc1 (stereo unspecified)	-9	-1.2%
O=C(CCS(=O)(=O)c1ccccc1Cl)NCc1ccc(F)cc1	-5	.
Cc1ccc(SCc2cc(=O)c3c(=O)n(-c4ccccc4)[nH]c3[nH]2)cc1	4	8.1%
CN(C)S(=O)(=O)c1cccc(N=C2NN=C(c3ccccc3)CS2)c1	8	5.5%
CN=C(SCc1cc2c(cc1Cl)OCO2)c1c(O)n(C)c(=O)n(C)c1=O	.	1.0%
Cc1csc(NC(=O)CSc2ccc(-c3ccccn3)nn2)n1	8	-2.3%

# Some of the entries so far, with each value named.
C/C(=N\NS(=O)(=O)c1ccccc1)c1cc(Cl)cc(Cl)c1O
  RmlCD inh 1536: 0	GlmU inhibition: 1.2%

Nc1nnc(Cc2c[nH]c3ccccc23)s1
  RmlCD inh 1536: 4	GlmU inhibition: 0.8%

# (continued)
mol	RmlCD inh 1536	GlmU inhibition
CCn1cc(/C=N/NC(=O)COc2cccc3cccnc23)c2ccccc21	-11	2.8%
S=C(Nc1ccc(Cl)cc1)N1CCN(Cc2ccccc2)CC1	11	-3.3%
CCOC(=O)c1c(O)cc(C)[nH]c1=O	-7	-1.2%&-2.9%
CC1(C)S[C@@H]2[C@H](NC(=O)[C@H](N)c3ccc(O)cc3)C(=O)N2[C@H]1C(=O)O	.	-0.2%
CCC(=O)Nc1nc(-c2ccccc2)ns1	.	0.2%
COC(=O)c1sc(NC(=O)c2csc3c2CCCC3)nc1C	6	2.0%
Cc1ccc(/C=C/C(=O)NCCCc2ccccc2)cc1	.	3.4%
CCc1nnc(NS(=O)(=O)c2ccc(NC(=O)/C=C/c3ccc(OC)cc3OC)cc2)s1	-1	2.0%
O=C(NN1C(=O)c2ccccc2NC1c1ccccn1)c1ccc(Br)cc1 (stereo unspecified)	.	-6.6%
O=C1CN(C(=O)COC(=O)C2CCN(S(=O)(=O)c3ccccc3C(F)(F)F)CC2)c2ccccc2N1	-6	0.3%
Cc1ccc2c(c1)CC1(CN2C)C(=O)NC(=O)N(c2ccc(C)c(C)c2)C1=O (stereo unspecified)	.	-2.3%
COc1ccc(C(=O)N2CCC(N3CCN(c4ccccc4)CC3)CC2)cc1OC	.	1.7%
CCOC(=O)CN1NC2(CCC(C)CC2)NC1=S (stereo unspecified)	6	0.3%
Cc1cccc(-n2c(O)c(C=NCc3ccccn3)c3ccccc3c2=O)c1	3	4.4%
COCCSc1nnc(NC(=O)Cc2cccs2)s1	.	2.3%
CCC(C(=O)O)n1c(C(F)(F)F)nc2ccccc21 (stereo unspecified)	20	-3.5%
COCCn1c(CCC(=O)O)ccc1-c1cccs1	2	2.8%
Cc1cccc(-c2ncc(CN3CCN(C4CCCC4)C(CCO)C3)cn2)c1 (stereo unspecified)	-1	-0.9%
CC(C)c1ccc(Nc2nnc(SCC(=O)Nc3ncc(S(=O)(=O)c4ccc([N+](=O)[O-])cc4)s3)s2)cc1	-17	-0.3%
